aDG glyco act: alpha-DG glycosylation activation. Pro5-aDG cells, alpha-DG glycosylation AlphaScreen (IIH6); 0% Pro5, 100% B10-LARGE cell signal. activation, % at 10 µM. 360,000 compounds, 0.22% hits;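 active means activation of at least 8% versus controls, or a plate z-score of at least 8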;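 further: Pro5 are CHO cells carrying HIG-tagged alpha-DG that lacks glycosylation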
TRPM1 prom inh: reduces MITF-dependent TRPM1 promoter luciferase signal; SK-MEL-5 TRPM1 promoter luciferase, 24 h; inhibition, % at 12.5 µM; 330,000 compounds, 0.83% hits; AID 488899;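 active means mean inhibition across replicates of 60% or more, whatever share of single replicates reaches that level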; further: values of inactives mirror those of a sister screen read the other way
Peg3 promoter: Peg3 promoter activity inhibition. 360,000 compounds, 1.7% hits. inhibition, % at 20 µM. AID 588405. HeLa PEG-Prom luciferase reporter, luminescence, overnight;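 active means inhibition of at least 50% at 20 µM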
hiPSC survival: enhancers of human iPSC single-cell survival; AID 602274; survival enhancement, % at 20 µM; 360,000 compounds, 0.044% hits; hiPSC single-cell survival, ATPlite luminescence; 100% = ROCK inhibitor wells, 0% = DMSO; in the data active means survival enhancement above about 18%;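 further: cells exposed to compounds for 16 hours before the ATP read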
KKLEB cytotox: reduces viability of KKLEB cystic fibrosis airway cells; KKLEB CF airway cells viability, ATPlite luminescence, overnight; stronger effect = lower value; cells stimulated with P. aeruginosa culture filtrate; activity change (cytotoxicity), % at 5 µM; 360,000 compounds, 0.36% hits; AID 602141;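 active means corrected activity change at or below -50% at 5 µM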
Shn3 3UTR inh: inhibitors of Schnurri-3 3'UTR reporter in osteoblasts; 360,000 compounds, 0.52% hits; AID 588674; inhibition, % at 12.5 µM; Clone20 osteoblast Shn3 3'UTR firefly luciferase, 24 h;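 active means mean inhibition of at least 75% with every replicate also reaching 75%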;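 further: 0% = median of neutral control wells and 100% = pilot-screen positive control compound; some compounds past the cut are filed as inactive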
NR2E3 ag-1: human photoreceptor-specific nuclear receptor agonism; Q9Y5X4; CHO-S Gal4-NCOR/VP16-NR2E3 two-hybrid, luciferase; inhibition of corepressor binding, % at 3.98 µM; 360,000 compounds, 0.35% hits; AID 602229;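 active means inhibition above the mean of all tested compounds plus 3 SD, cut at about 70% in these data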;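 further: 0% = DMSO with NR2E3 transfected cells and 100% = cells lacking NR2E3 construct; higher means lower luciferase signal from less NR2E3 corepressor binding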
Target sequence (Q9Y5X4 whole entry, looked up, the tested form may be a part): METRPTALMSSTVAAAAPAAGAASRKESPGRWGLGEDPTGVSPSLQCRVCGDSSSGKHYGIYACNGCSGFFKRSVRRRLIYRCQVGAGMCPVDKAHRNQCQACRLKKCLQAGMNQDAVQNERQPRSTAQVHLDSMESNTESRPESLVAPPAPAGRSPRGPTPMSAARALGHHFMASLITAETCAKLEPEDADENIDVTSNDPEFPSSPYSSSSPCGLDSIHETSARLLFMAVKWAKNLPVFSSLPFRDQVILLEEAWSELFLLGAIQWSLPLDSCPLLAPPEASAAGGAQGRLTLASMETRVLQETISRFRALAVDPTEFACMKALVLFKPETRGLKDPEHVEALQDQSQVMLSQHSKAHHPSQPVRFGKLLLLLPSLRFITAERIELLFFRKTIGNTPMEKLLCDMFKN
CF NFkB inh: inhibitors of cystic fibrosis induced NF-kB. 360,000 compounds, 0.86% hits. KKLEB NF-kB-GFP reporter, PAF-induced, GFP fluorescence overnight. inhibition, % at 5 µM. AID 588850;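 active means at least 50% inhibition at 5 µM, scaled per plate between neutral and stimulator controls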;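 further: PAF is a Pseudomonas aeruginosa culture filtrate used as stimulus; plate controls were PAF-stimulated DMSO wells for no effect and unstimulated DMSO wells for full effect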
TWEAK Fn14 block: blocks TWEAK-Fn14 interaction in a reporter cell assay; inhibition, % at 10 µM; TWEAK-stimulated Fn14 reporter cells, luciferase luminescence, 8 h; AID 1159606; 360,000 compounds, 2% hits; in the data active means inhibition above about 50%
NR2E3 ag-2: NR2E3 (human) agonism; Q9Y5X4; GST-NR2E3/biotin-RetCOR TR-FRET, 1536-well; inhibition of corepressor binding, % at 4.78 µM; 320,000 compounds, 0.12% hits; AID 2300;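 active means percent inhibition above the cutoff of mean plus 3 SD of all tested compounds, set per screening campaign, cut at about 20% in these data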;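 further: 0% = DMSO wells and 100% = biotin wells as full block of FRET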
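Material – GST-tagged NR2E3 plus biotinylated RetCOR corepressor · Quantity – NR2E3 fusion 1.35 nM · Times – 5 h incubation at 4 °C · Medium – pH 7.5 Tris-based buffer · Technique – TR-FRET, Eu(K)-anti-GST donor, streptavidin-D2 acceptor, ex 340, em 617/671 nm · Benchmarks – high control biotin, low control 0.6% DMSO · Format – 1536-well plates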
HIF-2a block: HIF-2a inhibition | 786-0 RCC cells HIF-2a reporter, luciferase luminescence, overnight | 360,000 compounds, 0.72% hits | inhibition, % at 18.8 µM;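 active means inhibition of the luminescence signal of 40% or more relative to plate controls, in a single-dose primary screen at 18.75 µM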
Starred values were filed as active, the others as inactive; nt = no result given; & = joins results of further samples. The order is random. Share with any hit: about 4.4%.

structure	aDG glyco act	TRPM1 prom inh	Peg3 promoter	hiPSC survival	KKLEB cytotox	Shn3 3UTR inh	NR2E3 ag-1	CF NFkB inh	TWEAK Fn14 block	NR2E3 ag-2	HIF-2a block
Cc1cc(C)nc(NC(N)=S)n1	-0.1	2	-12	-0.7	0	6	-10	-2	-15	6	4
CCC(NC(=O)CN1CCN(C(=O)c2cccs2)CC1)c1ccc(C)cc1 (centres undefined)	-0.4	6	2	-0.4	-18	13	-10	18	2	3	-2
CCN(c1ccccc1)C1(O)C(=O)c2ccccc2C1=O	-0.1	4	5	-1.0	11	-7	-8	-22	12	5	10
CC(=O)CCS(=O)(=O)c1ccc(NC(C)=O)cc1	0.6	-5	11	-0.5	8	4	-15	7	17	2	16
O=C1NC(NS(=O)(=O)c2ccccc2)(C(F)(F)F)C(=O)N1c1cccc(Cl)c1 (centres undefined)	-0.1	-3	3	0.2	9	-11	-1	-13	3	4	10
CCCc1cc(=O)oc2cc(OCc3ccc(OC)cc3)c(Cl)cc12	0.8	-7	0	3.4	2	22	6	3	5	-1	-20
C(=C\c1nnc2c3ccccc3ncn12)/c1ccccc1	-0.2	-27	-179	-2.0	-12	-46	-74	30	3	-3	-122
CCCCc1nnc(NC(=O)Cn2cnc3ccccc3c2=O)s1	-0.1	7	5	0.7	3	1	-14	-17	5	4	14
COc1ccc(N(C)S(=O)(=O)c2cccc(C(=O)Nc3nc(C)c(C(C)=O)s3)c2)cc1	-0.6	2	13	3.1	-14	20	-8	9	34	4	3
N#CC(=C=[N-])c1nc2ccccc2nc1-[n+]1cccc(NC(=O)c2ccccc2)c1	-0.3	19	-7	0.3	11	-47	-25	-6	75*	-7&2	3
O=c1c2ccccc2nc2n1C(CSc1ccc(Br)cc1)CN2 (centres undefined)	-0.3	11	7	0.0	-5	4	-18	5	-12	3	11
CN1C(=O)C2(C(C#N)=C(N)Oc3c2oc(CO)cc3=O)c2ccccc21 (centres undefined)	0.1	-6	-9	0.8	-1	-8	1	-9	7	-1	10
CC(NC(=O)c1cnccn1)c1ccc(S(N)(=O)=O)cc1 (centres undefined)	0.0	-5	22	-0.3	-5	10	10	-10	-2	-2	9
Cc1cc(NC(=O)CSc2ccc(-c3ccc(Br)cc3)nn2)no1	0.5	-15	-124	0.5	-6	0	-35	14	-29	-2	-75
Cc1ccc(C(=O)NCC(=O)N(C)Cc2cccc(F)c2)s1	0.2	-9	-18	-0.4	-12	-11	-7	17	-4	nt	-23
Cc1cccc(-c2ccc3c(c2)C2CC3CCN2C)c1 (centres undefined)	0.0	-8	-1	-1.5	22	12	-4	-3	-6	nt	-1
CS(=O)(=O)N(CC(=O)Nc1ccccc1Sc1ccccc1)C1CCCCC1	0.2	-6	14	1.5	-9	1	17	0	8	1	24
O=C(CN1C(=O)C2CC=C(Cl)CC2C1=O)NCc1ccccc1 (centres undefined)	0.4	6	-9	10	2	5	-62	-5	-8	5	-7
CCCNC(=O)Nc1nc2ccccc2s1	0.0	-134	-304	0.3	-2	-8	-71	21	-2	-3	-251
Cc1cc(Nc2ccccc2)n(C(=O)c2ccc(N)cc2)n1	0.1	-1	-215	4.2	-8	-18	-52	5	-26	3	36

Entries listed above shown as hits in TWEAK Fn14 block.
| Compound | aDG glyco act | TRPM1 prom inh | Peg3 promoter | Shn3 3UTR inh | NR2E3 ag-1 | CF NFkB inh | TWEAK Fn14 block | NR2E3 ag-2 | HIF-2a block |
| --- | --- | --- | --- | --- | --- | --- | --- | --- | --- |
| N#CC(=C=[N-])c1nc2ccccc2nc1-[n+]1cccc(NC(=O)c2ccccc2)c1 | -0.3 | 19 | -7 | -47 | -25 | -6 | 75* | -7&2 | 3 |

Carrying on.
structure	aDG glyco act	TRPM1 prom inh	Peg3 promoter	hiPSC survival	KKLEB cytotox	Shn3 3UTR inh	NR2E3 ag-1	CF NFkB inh	TWEAK Fn14 block	NR2E3 ag-2	HIF-2a block
Clc1ccc2[nH]c(-c3ccccc3)cc2c1	0.8	-44	-298	-0.6	-4	-35	-174	-11	-7	6	-329
O=C(Nc1nc(-c2ccccc2)cs1)C1CCCN(S(=O)(=O)c2ccccc2)C1 (centres undefined)	0.7	52	46	-2.8	10	55	-8	-24	88*	0	10
COc1ccc(C(=O)N/N=C2/SCC(=O)N2Cc2ccc3c(c2)OCO3)cc1OC	0.8	11	-1	1.2	-4	5	17	12	-14	2	5
Cc1onc(-c2ccccc2Cl)c1C(=O)NC(=S)Nc1ccc(C(C)C)cc1	-0.2	-37	-1	1.0	-6	18	21	22	-21	-1	3
CC(=O)NC1C(OCCOc2ccc(Cl)cc2C)OC(CO)C(O)C1O (centres undefined)	-0.2	17	1	0.4	8	-27	-11	-4	19	nt	18
CCN(CC)C(=O)c1ccc(Nc2nnc(C)c3ccccc23)cc1	1.3	3	2	-2.6	-3	-1	-8	-13	-1	-2	-14
C=CC(=O)N1C/C=C\C(c2ccc(OC)cc2)N(Cc2ccc(F)cc2)C(=O)C1 (centres undefined)	-0.1	-1	10	-0.5	8	17	-8	17	13	nt	17
COc1ccc(CCNC(=O)CSc2nc3[nH]c(=O)cc(O)c3s2)cc1	-0.1	nt	2	0.3	21	-1	28	-21	-7	2	2
CC1(Oc2ccc(Cl)cc2)CCN(Cc2ccc(-c3ccccn3)cc2)C1 (centres undefined)	0.4	nt	-11	-0.5	14	-29	30	-29	-14	nt	-2
CCSC1=C(C#N)C(c2ccccc2C)CC(=O)N1 (centres undefined)	0.1	7	4	-1.0	-4	2	22	-16	3	1	-11
Cc1cccc(C)c1NC(=O)C(c1cccs1)N(Cc1ccco1)C(=O)Cn1nnc2ccccc21 (centres undefined)	0.3	-3	5	-0.5	-2	-10	-31	-4	-1	3	13
O=C(C1=C[C@@H](c2ccc(C(F)(F)F)cc2)C[C@@H](OCc2ccc(CO)cc2)O1)N1CCN(Cc2ccccc2)CC1	0.3	-19	24	-1.6	-17	-7	-3	-30	-2	-2	-7
Cc1ccc2oc(C(F)(F)C(F)F)cc(=O)c2c1	0.1	-4	10	-0.7	-15	-2	-5	8	13	-1	8
O=S(=O)(Nc1ccc2nc(-c3ccco3)[nH]c2c1)c1ccccc1	0.0	-40	-168	-2.6	-16	-81	-78	16	-5	-1	-146
Cc1csc(NC(=O)CSc2ncnc3c2cnn3-c2ccccc2Cl)n1	0.4	28	-5	6.8	14	43	5	-23	31	2	-5
Cc1onc(-c2c(Cl)cccc2Cl)c1NC(=O)NN(C)C	0.0	-1	-8	-0.6	5	-19	-4	-12	7	3	13
CC(C)C(=O)N(Cc1cc2ccccc2[nH]c1=O)C(C)(C)C	0.5	-3	20	-1.7	1	13	-12	2	-16	0	5
CC[C@]12c3[nH]c4cc(CCC(=O)N(C)C)ccc4c3CCN1C(=O)[C@@H](CC(=O)NCCN1CCOCC1)C[C@@H]2C(=O)N1CCN(C(=O)C2CC2)CC1	-0.2	-3	-7	0.1	-1	-5	-1	13	7	nt	-4
O=C(Nc1ccccc1)C(c1ccccc1)c1ccccc1	0.0	5	13	-0.4	8	-1	-8	2	-2	1	-4
COc1cccc(C(=O)N2CCN=C2SC)c1	0.1	19	6	0.9	7	0	-8	-6	-5	-2	15

Continuation.
structure	aDG glyco act	TRPM1 prom inh	Peg3 promoter	hiPSC survival	KKLEB cytotox	Shn3 3UTR inh	NR2E3 ag-1	CF NFkB inh	TWEAK Fn14 block	NR2E3 ag-2	HIF-2a block
CC(NC(=O)C(=O)NCCC1=CCCCC1)c1ccccc1 (centres undefined)	-0.2	-11	-38	-1.7	3	14	27	-17	35	1	-25
CCOC(=O)c1ccc(-c2cccc(-c3cc(=O)oc4cc(OC)cc(OC)c34)c2)cc1	0.3	-4	-20	1.2	8	1	-51	8	-2	nt	-45
CC1(c2ccccc2Cl)NC(=O)N(CC(=O)NCc2ccc3c(c2)OCO3)C1=O (centres undefined)	0.0	-8	14	-0.2	-4	-14	8	2	-9	1	6
COc1ccccc1C(CCNCc1ccc(N(C)C)cc1)c1ccc(OC(C)C)cc1 (centres undefined)	-0.8	77*	107*	-0.3	-1	93*	11	0	-14	1	2
O=C(O)c1ccc(Cl)c(NC(=O)C2CCCN2S(=O)(=O)c2cccc3nsnc23)c1 (centres undefined)	0.1	0	12	3.4	-8	-1	-4	5	-1	0	6
CCOc1ccc(NC(=S)N2CCN(S(=O)(=O)c3ccc(C)cc3)CC2)cc1	-0.1	2	20	0.0	17	15	11	6	-9	5	10
CC(C)N1CCc2c(sc(NC(=O)c3ccc(S(=O)(=O)N4CCOCC4)cc3)c2C(N)=O)C1	0.0	5	7	2.0	18	10	2	-27	-1	0	7
COC(=O)c1ccc(NC(=O)CSc2ccccn2)cc1	-0.1	-15	-102	0.5	4	-38	-5	-16	9	0	-51
Cn1c(N)c(C(=O)COC(=O)CCC2CCCC2)c(=O)n(C)c1=O	0.1	-3	4	-0.7	-1	4	6	-9	17	4	10
Cn1nc(C(F)(F)F)c(C(=O)Nc2ccc(F)cc2F)c1Sc1cccc(Cl)c1	0.3	3	14	2.1	-9	-2	2	-10	5	5	10
S=C(NCCCCc1ccccc1)NCc1ccccc1	-0.4	8	-33	0.1	-18	2	2	-13	-1	nt	-37
COCCCNC(=S)NNC(=O)c1ccccn1	0.4	5	9	2.5	-5	21	-18	25	1	-2	16
COc1cc(/C=C(/C(=O)c2cccs2)c2nc3ccccc3[nH]2)cc(OC)c1O	-0.4	53	100*	-2.2	-7	-15	7	35	28	-3	79*
CC(C)C[C@H](NC(=O)[C@H](Cc1ccccc1)n1c(=O)[nH]c2ccccc2c1=O)C(=O)N1CCC[C@@H]1C(=O)O	0.1	6	4	-1.7	10	14	-30	-6	-6	4	3
CC1CN(S(=O)(=O)c2cccc(C(=O)Nc3ccccc3N3CCCCC3)c2)CC(C)O1 (centres undefined)	0.6	16	19	-0.4	-20	13	-20	27	16	3	13
CC(=O)c1ccc(NC(=S)NC(=O)Cc2ccc(Cl)cc2)cc1	0.0	-8	-2	0.4	10	-5	-2	14	-20	2	14
CN(C)CCCNc1nc2cc(-c3cccc(C(F)(F)F)c3)sc2c(=O)n1C	4.4	nt	96*	-1.0	-5	-10	4	-13	-52	nt	-50
O=C(O)CCSSCCC(=O)O	0.0	-8	-15	0.8	-19	-20	-24	14	-18	0	14
CCCCn1cnc(C(=O)OCC)c1N	0.4	-17	-13	-0.3	-16	-3	11	19	2	1	-28
CN(C(=O)CCN1C(=O)/C(=C/c2ccccc2)SC1=S)C1CCS(=O)(=O)C1 (centres undefined)	0.8	23	14	-0.2	2	-23	-33	-19	-2	2	2
Cc1cc(Nc2ccc(C(C)C)cc2)n2ncnc2n1	0.4	-6	10	0.3	-12	-15	-22	-2	5	0	-39
